High-throughput results as filed in PubChem.
GLS inh: inhibitors of human glutaminase (GLS). O94925. GLS enzymatic activity, qHTS titration. Potency, µM (series often up to 45.5 µM), for the others: top-dose activity change, negative = inhibition, most hits filed as inhibitors. 410,000 tested, 0.21% active. AID 624170; further: potency means the concentration at half of the fitted maximal effect; on the % scale 0 is the no-effect control and ±100 the full control effect
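Compounds were pin-transferred onto hKGA, after which L-glutamine (1 mM solution) and a detection mix of glutamate oxidase, HRP and Amplex Red were added. Initial and 30 min RT fluorescence reads were collected.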
JMJD2A Tudor inh: blocks the human JMJD2A Tudor domain; AID 504339; Potency, µM (titrated, usually from 114 µM), for the others: at the top dose activity change, negative = inhibition, most hits filed as inhibitors; 390,000 tested, 4.4% active; AlphaScreen JMJD2A-Tudor / H3K4me3 peptide binding; further: potency means the concentration at half of the fitted maximal effect; on the % scale 0 is the no-effect control and ±100 the full control effect; nearly all actives have a fitted effect of over 50% in size
Target sequence (O75164 whole entry, looked up, the tested form may be a part): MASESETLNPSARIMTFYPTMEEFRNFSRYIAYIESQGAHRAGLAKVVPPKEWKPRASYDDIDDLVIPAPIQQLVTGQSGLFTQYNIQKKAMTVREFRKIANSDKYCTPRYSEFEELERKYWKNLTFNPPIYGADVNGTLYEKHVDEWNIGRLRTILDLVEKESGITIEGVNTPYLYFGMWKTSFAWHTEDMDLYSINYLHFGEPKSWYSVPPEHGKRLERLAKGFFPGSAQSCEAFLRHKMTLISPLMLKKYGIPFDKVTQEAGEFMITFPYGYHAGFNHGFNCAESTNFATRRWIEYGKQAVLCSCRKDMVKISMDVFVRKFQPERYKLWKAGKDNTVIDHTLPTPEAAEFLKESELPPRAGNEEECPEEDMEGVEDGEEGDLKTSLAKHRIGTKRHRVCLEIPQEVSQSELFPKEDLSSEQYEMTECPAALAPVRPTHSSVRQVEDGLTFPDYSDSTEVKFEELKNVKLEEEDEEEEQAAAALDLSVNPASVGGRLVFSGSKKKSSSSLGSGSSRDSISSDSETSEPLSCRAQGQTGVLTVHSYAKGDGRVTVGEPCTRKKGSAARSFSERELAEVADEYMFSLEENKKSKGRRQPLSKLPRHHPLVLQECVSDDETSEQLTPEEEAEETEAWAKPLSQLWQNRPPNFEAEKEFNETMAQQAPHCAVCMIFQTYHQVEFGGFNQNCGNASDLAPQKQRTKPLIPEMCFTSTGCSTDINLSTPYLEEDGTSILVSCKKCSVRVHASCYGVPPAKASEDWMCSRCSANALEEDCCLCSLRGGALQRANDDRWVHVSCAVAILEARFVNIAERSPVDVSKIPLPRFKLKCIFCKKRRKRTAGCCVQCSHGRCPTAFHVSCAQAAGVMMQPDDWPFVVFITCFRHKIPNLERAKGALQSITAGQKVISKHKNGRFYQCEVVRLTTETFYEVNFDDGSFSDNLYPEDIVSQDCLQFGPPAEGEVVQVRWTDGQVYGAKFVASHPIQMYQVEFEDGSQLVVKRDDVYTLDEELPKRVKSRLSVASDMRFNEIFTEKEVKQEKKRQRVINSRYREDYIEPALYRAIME
HP1b chromo inh: HP1-beta chromodomain-methylated histone interaction inhibition; 390,000 tested, 0.56% active; Potency, µM (series often up to 114 µM), for inactives: at the highest dose activity change, negative = inhibition, usual class: inhibitors; P83916; AlphaScreen HP1-beta / biotin-H3K9me3 peptide binding; further: potency means the concentration at half of the fitted maximal effect; nearly all actives have a fitted effect of over 70% in size; inactives centre near 23
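HP1-beta protein (50 nM final) preincubated 30 min at room temperature with biotinylated H3(1-18)K9me3 peptide (50 nM) in PBS pH 7.4, 0.01% Tween-20, then compound added for 30 min. AlphaScreen streptavidin donor/nickel chelate acceptor beads (10 ug/mL final), 30 min dark, luminescence read.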
RGS4 inh: inhibitors of human regulator of G protein signaling 4; P49798; Potency, µM (series often up to 114 µM), without a hit: top-dose activity change, negative = inhibition, actives largely listed as inhibitors; 390,000 tested, 0.039% active; Transcreener GDP fluorescence polarization, RGS4-accelerated GTP hydrolysis; further: potency means the concentration at half of the fitted maximal effect; on the % scale 0 is the no-effect control and ±100 the full control effect; nearly all actives have a fitted effect of over 75% in size; some results filed as inactive show a strong effect at the top dose
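MLSMR compounds (23 nl, pin-transferred) preincubated 10 min at room temperature with a 500nM (2x) first reagent, then RGS4 at 900nM (2x) plus Transcreener GDP mix added; fluorescence polarization (620/688 nm) read before and after 90 min at 30 °C.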
ALOX12 inh: ALOX12 (human) lipoxygenase inhibition; purified 12hLO, xylenol orange hydroperoxide absorbance; P18054; Potency, µM (top dose mostly 108 µM), without a hit: at the highest dose activity change, negative = inhibition, most hits filed as inhibitors; 580,000 tested, 1.1% active; AID 1671190; further: potency means the concentration at half of the fitted maximal effect; on the % scale 0 is the no-effect control and ±100 the full control effect
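Hydroperoxide product was detected by ferrous iron/xylenol orange as the 573 to 405 nm absorbance ratio. Arachidonic acid at 40 uM (final) was turned over for 30 min at room temperature by 150 nM human 12hLO, pH 7.0 Hepes buffer, after 15 min compound preincubation.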
PI4K2A inh: PI4K2A (human) kinase inhibition. activity change, negative = inhibition, % at 76.9 µM. purified PI4K2A, ADP-Glo luminescence, 1 h; hits give low values. 420,000 tested, 0.13% active; in the data active means activity change below about -50%; inconclusive means mostly about -30% to -49%;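 further: -100% = wells without enzyme as full effect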
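In this quantitative HTS, ADP production by PI4K2A was quantified luminescently after 1 h at ambient temperature; 100 microM adenosine served as plate-quality control.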
G9a inh: inhibitors of human histone lysine methyltransferase G9a; Q96KQ7; Potency, µM (doses to about 102 µM), inactives show at the highest dose activity, negative = inhibition, hits mostly inhibitors; AID 504332; G9a H3K9 monomethylation, AlphaScreen, 2 h; 350,000 tested, 8.8% active; further: potency means the concentration at half of the fitted maximal effect; on the % scale 0 is the no-effect control and ±100 the full control effect; nearly all actives have a fitted effect of over 75% in size
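Enzyme 20 nM + cpd, 15 min RT; add b-H3K9 pep 500 nM / SAM 20 uM; 2 h RT; anti-H3K9me1 Ab 0.5 ug/mL + SA donor / anti-rabbit acceptor beads 20 ug/mL each, 10 min; AlphaScreen read.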
BAZ2B block: inhibitors of human BAZ2B bromodomain; Q9UIF8; AlphaScreen BAZ2B-H3K14Ac peptide displacement; Potency, µM (doses to about 114 µM), for inactives: top-dose activity change, negative = inhibition, actives largely listed as inhibitors; 360,000 tested, 4.4% active; AID 504333; further: potency means the concentration at half of the fitted maximal effect; on the % scale 0 is the no-effect control and ±100 the full control effect; nearly all actives have a fitted effect of over 60% in size
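Protein-peptide AlphaScreen: BAZ2B 50 nM, b-H3K14Ac 50 nM, 1x PBS pH 7.4 + 0.01% Tween-20. Preincubation 30 min RT; cpd 30 min RT (top 110 uM); beads 20 min RT, light-protected.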
ERG-DNA inh: blocks human ERG Ets domain binding to DNA. P11308. fluorescence polarization, His-ERG Ets domain / labelled DNA. Potency, µM (doses to about 76.9 µM), for the others: top-dose FP activity, negative = inhibition, hits mostly inhibitors. 370,000 tested, 0.028% active. AID 624246; active means well fitted inhibition curve with a large enough effect in the polarisation, with a control signal flat; inconclusive means small, poorly fitted or top-dose-only effect, or effect the other way, or a change in a side signal; inactive means no such curve, though single readings can be large or run the other way; the % refers to the polarisation;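 further: polarization taken with two DNA probes labelled with fluorescein and Texas red; potency means the concentration at half of the fitted maximal effect; % of control where 0% means no effect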
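His-tagged ERG Ets domain (1 uM in the protein solution; 300mM KCl, 50mM Tris-HCl, 1mM EDTA, 1mM DTT, pH 7.5) received compound, then a probe mix of 5 nM fluorescein-DNA and 100nM Texas-615-DNA. Fluorescence polarization was read for both dyes.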
* hit, by the source's call; ? = inconclusive; / = no result given; & = joins results of further samples; [ ] = dose if it differs, or a comment. Unless noted, the call rests on the fitted dose curve; in most records, active means well fitted curve in the direction sought with a large enough effect; inconclusive means small, poorly fitted or top-dose-only effect, or another doubt; inactive means no such curve, though single readings can be large; an effect the other way counts as inactive or inconclusive. Only part of the results is shown (hit frequency here may not be typical).

GLS inh,JMJD2A Tudor inh,HP1b chromo inh,RGS4 inh,ALOX12 inh,PI4K2A inh,G9a inh,BAZ2B block,ERG-DNA inh,smiles
21%,-19%,26%,8%,-17%,-4,27%[12.7 µM],-1%,2%,COc1ccc(C2CC(=O)Oc3cc(O)cc(O)c32)cc1 (stereo not drawn)
1%,-33%,-10%,3%,-18%,0,-34%[59 µM],?,9%,CN(CCCNC(=O)Cn1ncc2c([nH]c3ccccc32)c1=O)Cc1ccccc1
11%,-6%[57.1 µM],?,-48%,18%,4,-8%[59 µM],0%,-6%,CC(CC(=O)Nc1ccc(C(N)=O)cc1)c1ccccc1 (stereo not drawn)
7%,-24%,-4%,-10%,-39%,-2,?,-31%,0%,Fc1ccccc1CNCCC(Cc1ccccc1)c1ccc2c(c1)OCO2 (stereo not drawn)
3%,-11%,20%,-3%,0%,-3,4%,-29%,2%,COc1ccccc1OCCCC(=O)Nc1ccc2c(c1)OCCO2
1%,-4%,33%,16%,?,-1,-1%,-11%,-7%,O=C(O)c1ccc(OCCOc2ccccc2)cc1
70%[activator],-13%[11.4 µM],-7%,-41%[11.4 µM],156%[activator],0,11%[59 µM],-6%,6%,COc1ccc(NC(=O)C(NC(C)=O)C(=O)NCc2ccccc2Cl)cc1 (stereo not drawn)
10%,-15%,10%,13%,-10%,-2,16%,21%,5%,O=C1CCCC2=C1C(c1ccccc1)NC(=S)N2 (stereo not drawn)
3%,-11%,19%,19%,3%,4,3%[59 µM],-29%,-9%,COC(=O)c1cc(CNC(=O)c2ccccc2Cl)ccc1OC
3%,7%,29%,-12%,?,-4,-3%[59 µM],2%,2%,CCOc1ccc(-c2cn3c(n2)sc2cc(C(=O)NCCCN(CC)CC)ccc23)cc1
-3%,?,?,-22%,-9%,-2,/,/,6%,COCc1c(C(=O)OCc2nnc(-c3ccc([N+](=O)[O-])cc3)o2)oc2ccccc12
17%,?,-31%,-5%,421%[activator],-1,-3%[59 µM],-8%,15%,CCOc1ccc(C2CC(c3cccc(OC)c3)n3nc(N)nc3N2)cc1 (stereo not drawn)
-16%,-15%,38%,-49%,?,-1,-5%[59 µM],-27%,0%,CC(=O)C(Sc1nc(N2CCOCC2)nc(N2CCOCC2)n1)C(=O)Nc1ccccc1 (stereo not drawn)
1%,11%,38%,-17%,?,-1,1%[59 µM],-4%,-8%,O=C(Nc1cccc(F)c1)c1ccc(-c2ccccc2)s1
?,13µM*,?,14%,40µM*,-4,32µM*,8.9µM*,1%,CC(=O)NC1C(=O)N(CCN2CCOCC2)c2ccc(Cl)cc21 (stereo not drawn)
-1%,-1%,47%[activator],16%,-28%,2,?,-4%,-13%,CCC(=Nc1ccccc1OC)C1=C(O)CC(c2ccccc2)CC1=O (stereo not drawn)
-3%,?,?,4%,-21%,2,13%[59 µM],-9%,4%,Cc1ccc(CNC(=O)c2c3c(nc4ccccc24)C(=O)N(C2CCCCC2)C3)cc1
12%,?,?,-34%,?,7,?,12%,-2%,CC(C)(C)C(=O)NC(=S)Nc1ccccc1C(N)=O
-31%,50µM*,-8%,-39%,?,-22,45µM*,50µM*,4%,C/C=C/COC(=O)c1[nH]c2c(c1C)C(=O)CC(c1ccco1)C2 (stereo not drawn)
7%,-21%,17%,-3%,-34%,1,3%,8%,-6%,O=C(NCc1ccco1)C1CCCN(S(=O)(=O)c2ccc(Cl)cc2)C1 (stereo not drawn)
0%,4%,30%,6%,1%,-6,18%,-2%,-14%,CCN(C(=O)CCCC(=O)N(CC)c1ccccc1)c1ccccc1
27%,-31%,7%,-4%,-9%,2,?,?,-4%,CCOC(=O)Cc1csc(SCC(=O)N2CCN(c3ccc(OC)cc3)CC2)n1
2%,-12%,12%,56%[activator],56%[activator],-3,27%[59 µM],9%,-5%,Cc1nn(C)c(Oc2ccc(Cl)cc2)c1C(=O)O
2%,-13%,41%[activator],-43%,-23%,5,?,-4%,-3%,O=C(NCc1ccc(F)cc1)c1ccc(Br)o1
-4%,-9%,13%[57 µM],-12%,6%,5,/,/,-2%,CN(c1ccccc1)S(=O)(=O)c1cccc(C(=O)OCC(=O)Nc2ccc(C(N)=O)cc2)c1
-2%,-11%,12%,-24%,-14%,-4,-38%,12%,2%,COc1ccc(C)cc1NC(=O)CSc1nnc(-c2ccc(OC)c(OC)c2)n1N
-1%,-11%,39%[activator],-10%,25%,1,37%,8%,7%,Cc1noc(C)c1CN1C(=O)c2ccccc2C1=O
0%,19%,84%[activator],3%,-14%,-11,32%,1%,10%,CCOC(=O)c1cnc2c(c(C)nn2C)c1Oc1ccccc1F
2%,-9%[57.1 µM],6%,2%,-19%,-2,11%,7%,-2%,COc1cccc(OC)c1C(=O)Nn1c(-c2cccc(C)c2)nc2ccccc2c1=O
3%,?,-12%,4%,-10%,-2,18%[59 µM],?,2%,Cc1cccc(Nc2nc(NCCCN3CCOCC3)nc(N)c2[N+](=O)[O-])c1

Some of these compounds in order of their number in GLS inh, descending.
GLS inh,JMJD2A Tudor inh,HP1b chromo inh,RGS4 inh,ALOX12 inh,PI4K2A inh,G9a inh,BAZ2B block,ERG-DNA inh,smiles
12%,?,?,-34%,?,7,?,12%,-2%,CC(C)(C)C(=O)NC(=S)Nc1ccccc1C(N)=O
11%,-6%[57.1 µM],?,-48%,18%,4,-8%[59 µM],0%,-6%,CC(CC(=O)Nc1ccc(C(N)=O)cc1)c1ccccc1 (stereo not drawn)
3%,?,-12%,4%,-10%,-2,18%[59 µM],?,2%,Cc1cccc(Nc2nc(NCCCN3CCOCC3)nc(N)c2[N+](=O)[O-])c1
0%,19%,84%[activator],3%,-14%,-11,32%,1%,10%,CCOC(=O)c1cnc2c(c(C)nn2C)c1Oc1ccccc1F
-1%,-1%,47%[activator],16%,-28%,2,?,-4%,-13%,CCC(=Nc1ccccc1OC)C1=C(O)CC(c2ccccc2)CC1=O (stereo not drawn)
-2%,-11%,12%,-24%,-14%,-4,-38%,12%,2%,COc1ccc(C)cc1NC(=O)CSc1nnc(-c2ccc(OC)c(OC)c2)n1N

(list continues)
GLS inh,JMJD2A Tudor inh,HP1b chromo inh,RGS4 inh,ALOX12 inh,PI4K2A inh,G9a inh,BAZ2B block,ERG-DNA inh,smiles
-2%,-16%,23%,24%,?,2,?,-28%,-1%,COc1ccc(-c2nnc(SC(C)C(=O)Nc3nccs3)n2-c2ccccc2)cc1OC (stereo not drawn)
-22%,-25%,38%[activator],-25%,-22%,-5,4%[59 µM],2%,-11%,Cc1ccc(C2OC34CCCCCC3C(C#N)(C(=N)O4)C2(C#N)C#N)cc1 (stereo not drawn)
-7%&-4%,34%&26%[activator],62%&79%[activator],-8%&-4%,-15%&-23%,1&-3,24%&35%[59 µM],26%&13%,-3%&12%,Cc1ccc(C)c(C(=O)COC(=O)CCCC(=O)Nc2cc(C(F)(F)F)ccc2Cl)c1
-10%,-22%,3%,-20%,-11%,-1,?,-3%,2%,CCOc1ccc(NC(=O)C2CC(=O)NC(=Nc3ccc(Cl)c(Cl)c3)S2)cc1 (stereo not drawn)
0%,22%,90%[activator],-8%,13%,3,36%,25%,0%,Cc1cccc(OCCCSc2nc3ccccc3[nH]2)c1
5%,-33%,-9%,-6%,-17%,0,22µM*,4%,0%,O=C(c1cccc(S(=O)(=O)N2CCc3ccccc32)c1)N1CCN(c2ccccc2)CC1
17%,?,?,14%,/,0,?,?,-12%,O=C(Nc1nc(-c2ccccc2)cs1)c1ccc(N2CCOCC2)c([N+](=O)[O-])c1
8%,2%,25%,-18%,-4%,-3,34%[activator],4%,-8%,Cc1cc(Cl)nc(-c2ccccc2O)n1
0%,-13%,44%[activator],-4%[56.9 µM],-9%,1,18%[59 µM],-12%,8%,O=C(NCCCN1CCOCC1)c1ccc2c(c1)N(Cc1cccc(Cl)c1)C(=O)c1ccccc1S2=O (stereo not drawn)
-3%,0%,34%[activator],11%,12%,6,10%[0.501 µM],-4%,0%,Cc1cccc(OCC(=O)NCc2ccc(F)cc2)c1
